Assay outcomes (PubChem)
Mdm2 MdmX PPI = human Mdm2/MdmX binding inhibition; O15151+Q00987; inhibition, % at 8 µM; AID 485346; hit rate 3% among 330,000; SaOS-2 split-luciferase Mdm2/MdmX complementation, luminescence;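 active = inhibition of at least 50% at 8 µM in the primary screen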
APJ ag = activates the human apelin receptor APJ. P35414. CHO-K1 APJ PathHunter beta-arrestin, luminescence; 0% DMSO wells, 100% apelin. activation, % at 20 µM. hit rate 0.11% among 330,000;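 active = activation more than six SD over the plate average, tested at 20 µM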;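 also: 0% = DMSO alone and 100% = apelin-13 at 10 nM; some results filed as inactive read as strong as hits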
Target sequence (P35414 whole entry, looked up): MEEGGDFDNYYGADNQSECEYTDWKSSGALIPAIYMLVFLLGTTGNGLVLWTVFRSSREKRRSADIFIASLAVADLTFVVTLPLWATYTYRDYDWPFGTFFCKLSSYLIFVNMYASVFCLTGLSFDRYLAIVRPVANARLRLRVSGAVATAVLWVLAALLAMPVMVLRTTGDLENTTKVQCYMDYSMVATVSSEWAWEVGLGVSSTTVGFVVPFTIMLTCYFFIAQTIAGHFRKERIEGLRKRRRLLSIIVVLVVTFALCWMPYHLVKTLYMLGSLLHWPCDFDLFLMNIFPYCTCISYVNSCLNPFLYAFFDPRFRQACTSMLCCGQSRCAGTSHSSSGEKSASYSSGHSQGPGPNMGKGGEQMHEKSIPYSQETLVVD
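Material: CHO-K1 APJ beta-arrestin complementation cell line; Input: cell density 1000 per well; Incubation: compound stimulation 90 min at 25 °C, detection 60 min; Signal: luminescence from split beta-galactosidase complementation, Galacton Star/Emerald II substrate; Controls: DMSO-only wells as negative, 10 nM Apelin-13 as positive control.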
APJ antagonist = antagonists of human APJ apelin receptor; P35414; CHO-K1 APJ beta-arrestin complementation, luminescence; inhibition, % at 20 µM; hit rate 0.32% among 330,000; AID 2521;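 active = inhibition above about 40% at 20 µM, limit read from the data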;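 also: cells challenged with 10 nM apelin-13 agonist together with compound; plate controls were apelin-13 plus DMSO wells for no effect and DMSO wells lacking apelin-13 for full effect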
CHOP UPR activ = apoptotic UPR (CHOP) activation. CHO-CHOP luciferase reporter, luminescence; percent of tunicamycin response over DMSO baseline. AID 449763. activation, % at 10 µM. hit rate 0.34% among 330,000;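 active = at 10 µM dose, activation of 40% or more, normalized to positive control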;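 also: 100% = tunicamycin at 10 µg/mL and 0% = DMSO alone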
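Assay system: CHO cells with stable CHOP pathway luciferase reporter; Buffer or medium: F12 plus 10% serum; Times: 16-18 h cell attachment, then 6 h compound exposure, 37 °C; Signal: luciferase luminescence; Read-out basis: percent activation relative to tunicamycin control; Control set: tunicamycin high control, DMSO low control.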
CXCR6 inh = CXCR6 (human) receptor inhibition | CHO-K1 PathHunter CXCR6 beta-arrestin, luminescence | inhibition, % at 20 µM | hit rate 0.36% among 360,000; in the data active = inhibition above about 34%, passing the limit was not always enough;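 also: antagonist mode with CXCL16 agonist at 10 nM final; 0% = 10 nM CXCL16 with DMSO and 100% = unstimulated wells without agonist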
EBI2 antag = EBI2 (human) antagonism; P32249; EBI2 beta-arrestin recruitment, luminescence, 7a,25-OHC stimulated; inhibition, % at 5 µM; hit rate 0.81% among 360,000; AID 651636; in the data active = inhibition above about 38%;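 also: enzyme fragment complementation signal reports receptor beta-arrestin coupling in cells; 0% = agonist plus DMSO wells and 100% = wells without agonist; some results beyond the cut were filed as inactive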
Target sequence (P32249 whole entry, looked up, the tested form may be a part): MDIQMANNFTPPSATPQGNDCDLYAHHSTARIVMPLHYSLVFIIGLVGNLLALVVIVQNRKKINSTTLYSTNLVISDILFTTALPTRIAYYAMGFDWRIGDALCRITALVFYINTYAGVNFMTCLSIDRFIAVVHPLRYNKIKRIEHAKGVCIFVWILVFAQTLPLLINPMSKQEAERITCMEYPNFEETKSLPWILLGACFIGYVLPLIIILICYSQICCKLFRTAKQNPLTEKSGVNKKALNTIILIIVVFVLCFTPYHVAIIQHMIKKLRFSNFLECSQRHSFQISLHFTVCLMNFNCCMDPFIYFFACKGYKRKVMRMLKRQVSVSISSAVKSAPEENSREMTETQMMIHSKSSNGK
CCR6 antagonist = antagonists of human CCR6 receptor | inhibition, % at 20 µM | CHO-K1 CCR6 PathHunter beta-arrestin, luminescence, CCL20-stimulated | P51684 | hit rate 0.49% among 340,000;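 active = compounds whose inhibition of the agonist-driven luminescence signal at 20 µM reaches about 50%, limit read from the data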;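 also: cells stimulated with CCL20 at 14 nM final; plate controls were DMSO with CCL20 for no effect and DMSO without agonist for full effect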
XBP1 UPR activ = activators of adaptive arm of unfolded protein response (XBP1). CHO-XBP1 luciferase reporter, IRE1-XBP1 UPR activation, luminescence; percent of tunicamycin response, DMSO as zero. activation, % at 20 µM. hit rate 0.33% among 330,000;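 active = versus positive control, 20 µM dose yields 30% or more activation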;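 also: 100% = tunicamycin at 10 µg/mL and 0% = DMSO only wells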
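incubation = overnight seeding at 37 °C, 6 h compound treatment at 37 °C | assay system = CHO-XBP1 cells stably carrying IRE1-XBP1-driven luciferase reporter | input = 1000 cells per well | detection = luciferase luminescence | dosing = single point, 20 µM final compound, 1% DMSO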
tim23-1 inh = growth inhibitors of tim23-1 mutant yeast. S. cerevisiae tim23-1 growth, BacTiter-Glo luminescence, 24 h. inhibition, % at 20 µM. hit rate 1.3% among 330,000;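 active = growth inhibition of the mutant yeast at or above 50%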;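 also: temperature-sensitive mutant grown at 25 °C; plate controls were DMSO-treated mutant yeast for no effect and medium wells lacking yeast for full effect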
Active calls of the source: *; x = not tested or not shown.

SMILES	Mdm2 MdmX PPI	APJ ag	APJ antagonist	CHOP UPR activ	CXCR6 inh	EBI2 antag	CCR6 antagonist	XBP1 UPR activ	tim23-1 inh
COc1ccc(Nc2nc(Nc3ccc(OC)cc3OC)nc(N3CCN(C)CC3)n2)c(OC)c1	51*	1	-18	3.8	1	27	-2	2	10
Cn1cnc([N+](=O)[O-])c1Oc1cccc(O)c1	7	1	5	1.9	4	-50	7	-1	-2
Cc1cc(C)nc(S/C=C/C(=O)c2ccccc2)n1	66*	-1	18	64*	46*	10	54*	-4	83*
COc1cccc(C(=O)Nn2c(-c3cccs3)nc3ccccc3c2=O)c1OC	4	-3	11	-0.6	-4	-13	10	-4	23
O=C(C[n+]1ccccc1)N/N=C/c1cccs1	9	-3	12	-0.6	-4	-7	-17	2	-2
COC(=O)c1cccc(NC(=O)Nc2ccc(Cl)cc2)c1	18	2	5	4.4	-16	5	-5	8	7
O=C(N1CCN(CCO)CC1)N1c2ccccc2C=Cc2ccccc21	5	-2	6	2.1	-6	1	0	-1	8
Cc1nc(NCc2ccccn2)c2c3c(sc2n1)CCCC3	-4	-4	14	-0.9	12	6	29	1	39
COc1ccc(OC)c(-c2csc(N(Cc3ccco3)C(=O)c3ccco3)n2)c1	24	-2	6	-0.7	3	19	12	-1	-23
CCOc1ccc(NC(=O)CC2C(=O)Nc3ccccc3N2C(=O)c2ccccc2)cc1 (stereo unspecified)	14	4	5	-0.1	-5	-5	0	0	5
O=C(NCc1cccnc1)C(=O)NCC1OCCN1S(=O)(=O)c1ccc(F)cc1 (stereo unspecified)	15	1	11	1.0	1	-1	4	-2	5
CC(C)(C)c1cc(CCC(=O)NNC(=S)NC(=O)c2ccccc2)cc(C(C)(C)C)c1O	48	-9	51*	20	58*	34	58*	23	28
O=C(NCCc1csc(-c2ccccc2)n1)c1c(F)cccc1Cl	-56	-3	18	0.8	-3	3	16	4	19
COc1ccc(NC(C#N)c2ccccc2OCc2ccccc2)cc1 (stereo unspecified)	17	0	-9	9.9	-1	-6	9	2	48
COc1cccc(N2CC(C)Cn3c2nc2c3c(=O)n(CCN3CCOCC3)c(=O)n2C)c1 (stereo unspecified)	7	-6	42*	-1.9	18	4	-11	0	-9
Cc1ccc(Cn2c(SCC(=O)Nc3cc(C)on3)nc3ccccc3c2=O)cc1	4	-6	-8	2.0	3	19	9	52*	-12
O=C(NCc1ccc2c(c1)OCO2)c1ccc(Br)cc1	-12	-3	-31	0.8	-6	1	6	-2	37
CCCN(C(=O)c1cnccn1)c1c(N)n(Cc2ccccc2)c(=O)[nH]c1=O	5	-4	-6	1.2	-3	-2	-6	0	-16
CCOc1cc(-n2nc(C)c(C#N)c2N)nc(SC)n1	7	-2	1	2.0	x	x	x	-1	9
CCn1c(C)nc2cc(C(=O)N/N=C/c3ccc(O)cc3)ccc21	12	-1	-1	0.4	3	-16	10	-5	-3
COc1ccc(CCNC(=O)C(NC(=O)OCc2ccccc2)C(C)C)cc1OC (stereo unspecified)	0	0	12	0.9	0	-9	18	-2	16
Cc1ccc(-n2nnnc2SCC(=O)NNC(=O)c2ccco2)c(C)c1	0	-2	6	-0.7	6	-1	0	-1	9
Cc1cc(=O)oc2c3c(ccc12)OC/C3=N/N	-11	-6	-4	0.8	8	-3	-1	-1	-1
COc1ccc2oc(C(=O)OC(C)C(=O)NC3(C#N)CCCCC3)c(C)c2c1 (stereo unspecified)	-13	10	-50	3.0	-5	5	0	-2	22
CCCCCCSc1ccc([C@H]2N[C@@](CC(C)C)(C(=O)OC)[C@H]3C(=O)N(C)C(=O)[C@@H]23)cc1	16	-8	8	-0.1	8	9	16	-4	29

(listing goes on)
SMILES	Mdm2 MdmX PPI	APJ ag	APJ antagonist	CHOP UPR activ	CXCR6 inh	EBI2 antag	CCR6 antagonist	XBP1 UPR activ	tim23-1 inh
COc1ccc(N(CC(=O)NCCC2=CCCCC2)S(=O)(=O)c2c(C)[nH]c(=O)[nH]c2=O)cc1	2	0	7	-0.7	2	-1	0	-4	17
O=C(O)C1CC1c1ccc(Br)cc1 (stereo unspecified)	-3	0	1	2.8	0	12	-11	0	16
CC1CCN(C(=O)COC(=O)c2cccc(S(=O)(=O)N(C)c3ccccc3)c2)CC1	-18	-3	-57	1.3	-3	-9	8	1	22
COc1ccc(S(=O)(=O)N2CCC(C(=O)Nc3nccs3)CC2)cc1	19	6	2	0.7	-1	-5	-7	-1	-1
CN(CC(=O)NCc1ccncc1)S(=O)(=O)c1ccc(Br)cc1	-6	2	9	4.1	11	-6	7	-4	7
Cc1cc(=O)[nH]c(SCC(=O)N2CCN(C(c3ccccc3)c3ccccc3)CC2)n1	-1	2	21	-1.2	1	-10	3	0	-21
NCCCC[C@@H](C(=O)N1CCNCC1)n1cc([C@@H](N)CO)nn1	-21	3	-32	-0.1	7	-4	6	4	1
O=C(CNC(=O)C(c1ccccc1)c1ccccc1)N/N=C/c1ccc(O)cc1O	70*	-2	-11	-1.3	-1	-19	7	-2	-2
CC1CCC(NC(=O)C2CCN(S(=O)(=O)c3cccc4nonc34)CC2)CC1 (stereo unspecified)	-2	-2	5	3.0	1	0	-2	0	8
COc1cc(C(CCN2CCN(c3ccccc3)CC2)c2c(OC)cc(OC)c3c(C)cc(=O)oc23)cc(OC)c1OC (stereo unspecified)	28	-1	18	3.8	16	32	17	-1	20
COc1cc(CN(C2CCCCC2C)S(=O)(=O)c2ccc(S(=O)(=O)NC3CC3)cc2)cc(OC)c1OC (stereo unspecified)	0	1	-3	0.6	8	12	15	-4	29
Cc1ccc(NC(=O)C2CC(=O)N(CCc3ccccc3)C2)cc1Cl (stereo unspecified)	22	-4	5	-0.4	-5	20	12	-1	19
COc1ccc(C(=O)COC(=O)c2cncc(Br)c2)cc1	-4	-8	-3	4.4	-1	0	9	-1	65*
Cc1cc(=O)[nH]c(SCC(=O)C23CC4CC(CC(C4)C2)C3)c1C#N	36	-2	6	2.1	3	5	12	-6	74*
COc1ccc(S(=O)(=O)N(CCc2ccccc2)CC(=O)N2CCOCC2)cc1	11	1	7	0.4	-5	-4	-12	-1	7
CCOC(=O)c1c(CN2CCN(CC#N)CC2)n(C)c2cc(Br)c(OC)cc12	36	-5	12	-0.6	5	5	11	8	35
O=C(NCCC1=CCCCC1)C1CCCN(S(=O)(=O)c2cccnc2)C1 (stereo unspecified)	-8	-4	-43	1.2	-5	-7	0	0	9
c1nnc2c3c4c(sc3ncn12)CCCC4	27	-3	-12	-1.0	x	x	x	-2	-5
COc1ccc(N2CCN(C(=O)CSc3nnc4nc(C)cc(C)n34)CC2)cc1	-15	-1	2	0.2	4	-4	-2	-1	2
O=C1CC2CS(=O)(=O)CC2N1C1CCCCC1 (stereo unspecified)	7	-4	11	0.7	2	-6	8	-2	-13
CN(CC(=O)Nc1ccccc1Cl)C(=O)COC(=O)C1CCN(c2ccc(C(F)(F)F)cn2)CC1	15	5	12	4.7	4	2	4	-4	22
Cc1ccc(S(=O)(=O)N2CCCCC2)cc1C(=O)N(C)CC(=O)Nc1cccc(F)c1	15	-7	-28	-0.3	-4	1	6	-6	-3
COc1ccccc1N1CCN(CC(=O)N2CCCC2)CC1	-17	-1	6	-1.4	-5	1	10	1	-6
COc1ccc(CCNC(=O)c2cc(S(=O)(=O)N(C)C)ccc2N2CCCC2)cc1OC	1	-4	15	1.5	-1	-9	18	-2	-13
COC(=O)CCC(=O)OC1(C)C(=O)C2=CN(CCc3ccccn3)C(c3ccc(OC)cc3)=CC2=C(Br)C1=O (stereo unspecified)	8	32	-30	5.3	-10	-14	-9	3	6

Next entries.
SMILES	Mdm2 MdmX PPI	APJ ag	APJ antagonist	CHOP UPR activ	CXCR6 inh	EBI2 antag	CCR6 antagonist	XBP1 UPR activ	tim23-1 inh
Cc1ccc2c(c1)C1CN(C)CCC1N2C(=O)c1ccccc1NS(=O)(=O)c1ccc(F)cc1C (stereo unspecified)	19	1	7	-0.2	3	-13	9	1	10
C[C@@H]1CN([C@H](C)CO)C(=O)c2cc(NC(=O)Nc3ccc(C(F)(F)F)cc3)ccc2O[C@H]1CN(C)S(=O)(=O)c1cccs1	81*	0	6	1.1	1	2	6	6	16
Nc1cc(N)nc(SCc2ccc(Cl)cc2)n1	3	-1	-27	2.2	2	7	12	-3	13
COc1ccc(S(=O)(=O)NCCCn2ccnc2)cc1Cl	-11	-1	6	-0.8	0	-8	7	-3	-18
CC1(c2ccc(Cl)cc2)NC(=S)N2C1NC(=S)N2c1ccccc1 (stereo unspecified)	-30	-4	3	6.4	1	-7	3	-3	14
O=C(CN1C(=O)NC2(CCCCC2)C1=O)NCCCSc1ccccc1	-6	-5	6	1.0	6	-1	10	-3	-6
Cc1ccccc1-c1nnn(CC(=O)Nc2ccc3c(c2)OCCO3)n1	3	-3	8	-0.4	-1	2	11	-2	-19
OCCN1CCN(c2ncnc3c2sc2nc(N4CCOCC4)c4c(c23)CCC4)CC1	30	-4	-5	-3.0	2	6	-1	6	17
O=C(Nc1ccc(S(=O)(=O)Nc2nccs2)cc1)c1ccc(F)cc1	0	-3	12	4.2	-1	-5	-13	-3	7
O=CC1=C(N2CCOCC2)/C(=C\c2ccccc2)CC1	12	-1	-5	-0.9	-4	-17	13	-1	22
Cc1cc(NC(=O)CN2C(=O)N(C)C3(CCCCC3)C2=O)ccc1Br	23	-4	-3	1.4	-7	-11	1	-3	17
O=C(Nc1ccc2ccccc2c1)c1ccccc1F	-153	-1	-6	3.6	0	5	6	-2	2
CCCCC(Sc1nc(N)c(NC(=O)c2ccco2)c(=O)[nH]1)C(=O)O (stereo unspecified)	-9	6	-3	1.6	-4	-7	9	1	14
O=C(c1ccc(F)cc1Cl)N1CCN(S(=O)(=O)c2cccs2)CC1	17	2	-16	1.3	-4	-7	2	-4	16
CC(C)C(=O)Nc1cc2c3c(c1)CCN3C(=O)CC2	22	-2	-24	-1.1	-2	-9	-4	-9	7
CC(C)C(=O)Nc1cccc(NC(=O)c2ccc(Cl)cc2Cl)c1	42	0	-10	1.3	4	4	-10	0	33
CCNc1nc(CN2CCOCC2)nc2sc3c(c12)CCC3	14	-1	-10	-1.2	3	-11	-8	-4	-6
CC(=O)N(c1nnc(-c2cccc(C)c2)s1)C1CCCC1	-61	-5	-6	5.2	-2	9	23	4	32
CCNC(=O)C(=O)NCC(c1cccs1)S(=O)(=O)c1ccc(C)cc1 (stereo unspecified)	4	3	16	0.3	-1	-1	15	0	0
CCSc1ccccc1C(=O)NC1CCCCC1	-5	-2	-1	1.1	-5	10	6	-3	8

An excerpt. The share of hits here may be higher or lower than overall.
